Assay outcomes: PubChem BioAssay, MTDP
RNase H inhibition – RNase H inhibition, HIV 1 Gag Pol polyprotein, FRET biochemical assay, screening (AID 372) | HIV-1 RT RNase H, FRET RNA/DNA substrate fluorescence; higher % means a stronger effect | actives 0.77% (n = 100,000) | inhibition, % at 10 µM, or IC50 in µM where a hit was titrated; in the data active = inhibition above about 50%
Numbers without * were called inactive. Not all compounds are listed (hit frequency here may not be typical).

`COc1ccc(C2CC(=O)C3=C(C2)Nc2ccccc2NC3c2cc(Br)c(OC)c(OC)c2)cc1` (centres undefined) gave RNase H inhibition 8%.
`CCOc1ccc(OCCOCCOc2ccc(C)cc2Br)cc1` gave RNase H inhibition 8%.
COc1ccc(C(=O)NCc2cccnc2)cc1[N+](=O)[O-] was read as RNase H inhibition 0%.
COc1ccc(/C=N/N2CCN(Cc3cccc4ccccc34)CC2)c(OC)c1 was read as RNase H inhibition 17%.
Cc1ccc(NC(=O)Nc2ccc(Cl)c(Cl)c2)cc1F was read as RNase H inhibition 2%.
For O=C1C2CC=CCC2C(=O)N1c1ccccc1 (centres undefined) the results were RNase H inhibition 0%.
Screening CCC(CO)N1CC2([N+](=O)[O-])C=CCC([N+](=O)[O-])(C1)C2 (centres undefined) returned RNase H inhibition 4%.
`Cc1ccc(-c2nn(-c3ccccc3)cc2/C=C(\C#N)C(N)=O)o1` gave RNase H inhibition 9%.
Screening CN1CCN(c2ccc([N+](=O)[O-])c(NCCOc3ccc(Cl)cc3)c2)CC1 returned RNase H inhibition 21%.
Screening CCCc1nnc(NC(=O)CSc2ncn[nH]2)s1 returned RNase H inhibition 0%.
COc1ccccc1NC(=O)c1ccc(-c2ccc([N+](=O)[O-])cc2OC)o1 was read as RNase H inhibition 30%.
COc1cc(C(=O)Nc2ccc(Cl)c(C(F)(F)F)c2)c(Br)c(OC)c1OC was read as RNase H inhibition 8%.
For CC(CCc1ccccc1)NCC#N (centres undefined) the results were RNase H inhibition 0%.
Screening CCOc1cc(C2C(C(=O)OCC(C)C)=C(C)NC3=C2C(=O)CC(c2ccc(OC)cc2)C3)cc(Br)c1O (centres undefined) returned RNase H inhibition 12%.
Screening O=C(/C=C/c1ccccc1)Oc1ccc2c(c1)oc(=O)c1ccccc12 returned RNase H inhibition 0%.
Screening CCCc1c(O)nc(SCC(=O)O)[nH]c1=O returned RNase H inhibition 0%.
CC(=O)Nc1ccc(Nc2nc(-c3ccc(Cl)c(Cl)c3)cs2)cc1 was read as RNase H inhibition 42%.
For CCCCCCCCc1nnc(NC(=O)c2ccc(Br)cc2)s1 the results were RNase H inhibition 7%.
Screening Cc1ccc(-c2csc(N/N=C/c3ccc(Br)cc3)n2)cc1 returned RNase H inhibition 5%.
`N/C(=N\OC(=O)Cc1ccc(Cl)cc1)c1cccnc1` gave RNase H inhibition 14%.
`COc1ccc(OCCOc2ccccc2C)cc1` gave RNase H inhibition 27%.
COc1ccc(NC(=O)c2ccc(Cl)cc2)cc1Cl was read as RNase H inhibition 0%.
COc1ccc(/C(C)=N\NC(=O)C2COc3cc4ccccc4cc3O2)cc1OC (centres undefined) was read as RNase H inhibition 20%.
`CCOc1ccccc1NC(=O)C(=O)NCC1CCCO1` (centres undefined) gave RNase H inhibition 0%.
`C=C(C)Cn1c(CCn2c3ccccc3c3ccccc32)n[nH]c1=S` gave RNase H inhibition 6%.
Screening O=C(O)/C=C/C(=O)OCCCCCCOC(=O)/C=C/C(=O)OCCCCCCO returned RNase H inhibition 34%.
`O=C(NC(=S)Nc1ccccn1)c1ccc(Cl)cc1Cl` gave RNase H inhibition 15%.
For CCOc1cc(OCC)cc(C(=O)Nc2cc(-c3nc4ccccc4s3)ccc2C)c1 the results were RNase H inhibition 9%.
CC1=NN(c2nc(-c3ccc(F)cc3)cs2)C(=O)C1C (centres undefined) was read as RNase H inhibition 1%.
For Cc1ccc(C(=O)c2ccc(Br)cc2)cc1S(=O)(=O)Nc1cccc(O)c1 the results were RNase H inhibition 13%.
CCOC(=O)C1=C(C)N=c2s/c(=C\c3ccc(OC)cc3)c(=O)n2C1c1ccc(SC)cc1 (centres undefined) was read as RNase H inhibition 6%.
Screening O=C1C(c2ccccc2)c2ccccc2N1Nc1ccc(Cl)cc1 (centres undefined) returned RNase H inhibition 10%.
For O=C(N/N=C/c1cc([N+](=O)[O-])ccc1O)/C(=C/c1cccs1)NC(=O)c1ccccc1 the results were RNase H inhibition 7%.
COc1ccc(-c2noc(-c3ccc(C)c([N+](=O)[O-])c3)n2)cc1OC was read as RNase H inhibition 10%.
For COc1nccnc1NS(=O)(=O)c1ccc(NC(=O)c2ccc(S(=O)(=O)N(C)C)cc2)cc1 the results were RNase H inhibition 3%.
For CSc1ccc(S(=O)(=O)N(CC(=O)Nc2cccc(Cl)c2)c2ccc(C)cc2)cc1 the results were RNase H inhibition 25%.
`Cc1ccc(C)c(NC(=O)C2CCC(C)(C(=O)O)C2(C)C)c1` (centres undefined) gave RNase H inhibition 8%.
Cc1nc2scc(-c3ccccc3)c2c(=O)n1/N=C/c1ccc(Br)cc1 was read as RNase H inhibition 0%.
Screening Cc1cccc(N2C(=O)NC(=O)/C(=C\c3ccc(C)o3)C2=O)c1 returned RNase H inhibition 12%.
For COc1cccc(C(=O)Nc2ccc3oc(-c4ccc(F)cc4Cl)nc3c2)c1 the results were RNase H inhibition 0%.
`CC(C)Oc1ccc(C(=O)NC(=S)Nc2ccccc2F)cc1` gave RNase H inhibition 14%.
`CNC(=O)CN(c1ccc(OC)cc1)S(=O)(=O)c1ccccc1` gave RNase H inhibition 3%.
`Cc1cccc(OCCOCCNCCO)c1C` gave RNase H inhibition 6%.
Screening COc1ccc(C(=O)Nc2ccc3nn(-c4ccc(C)c(Cl)c4)nc3c2)cc1[N+](=O)[O-] returned RNase H inhibition 53%*.
Screening CC(C)C(C(=O)O)N1C(=O)/C(=C/c2ccc3c(c2)OCO3)SC1=S (centres undefined) returned RNase H inhibition 0%.
Screening NC(=O)SCC(=O)Nc1ccc(Br)cc1 returned RNase H inhibition 22%.
For O=S(=O)(Nc1nc2ccccc2n2nnnc12)c1ccc(F)cc1 the results were RNase H inhibition 5%.
For Cc1c(C(=O)Nc2cccc(-c3nc4cc(Cl)ccc4o3)c2)cccc1[N+](=O)[O-] the results were RNase H inhibition 10%.
N#C/C(=C\c1cc(Br)ccc1OCc1cccc2ccccc12)C(N)=O was read as RNase H inhibition 30%.
O/N=C1\CCCc2nn(-c3ccccc3)nc21 was read as RNase H inhibition 17%.
`O=C(O)c1ccc([N+](=O)[O-])c2c1NC(C1CC=CCC1)C1CC=CC21` (centres undefined) gave RNase H inhibition 3%.
`O=C(COC(=O)c1cccc(Br)c1)c1cccc([N+](=O)[O-])c1` gave RNase H inhibition 30%.
Screening C=CCc1cccc2cc(C(=O)Nc3ccc(NC(C)=O)cc3)c(=O)oc12 returned RNase H inhibition 10%.
Screening COc1ccccc1-c1c(C)nn2c(C(F)(F)F)cc(-c3ccccc3)nc12 returned RNase H inhibition 0%.
`COc1ccc(N(CC(=O)Nc2cc(C)ccc2OC)S(C)(=O)=O)cc1Cl` gave RNase H inhibition 9%.
`Cc1ccc(S(=O)(=O)N(CC(=O)NC(C)C)c2ccc(C)c(Cl)c2)cc1` gave RNase H inhibition 14%.
For O=c1[nH]cnc2c1cnn2CCOc1ccccc1 the results were RNase H inhibition 7%.
`Cc1ccc(C(=O)NC(=S)Nc2ccc(Br)cn2)cc1` gave RNase H inhibition 41%.
Screening CCOC(=O)C1=C(C)N=c2s/c(=C\c3cc(I)c(OC)c(OC)c3)c(=O)n2C1c1ccccc1Cl (centres undefined) returned RNase H inhibition 8%.
O=C1/C(=C\c2cccc([N+](=O)[O-])c2O)SC(=S)N1c1ccccc1 was read as RNase H inhibition 22%.
Screening O=C(CSc1nc2ccccc2[nH]1)Nc1ccccc1-c1ccccc1 returned RNase H inhibition 5%.
`COc1ccc(-c2nc(-c3ccccc3C)no2)cc1OC` gave RNase H inhibition 7%.
Screening Cc1cc(NS(=O)(=O)c2ccc(NC(=S)NC(=O)c3ccc(Br)cc3)cc2)no1 returned RNase H inhibition 1%.
For CCOC(=O)NCS(=O)(=O)c1ccc(C)cc1 the results were RNase H inhibition 8%.
CCc1c(C)sc(NC(=O)c2ccc(F)cc2)c1C(=O)OC(C)C was read as RNase H inhibition 15%.
CSC(=NSc1ccc([N+](=O)[O-])cc1)SC was read as RNase H inhibition 31%.
`CC(=O)Oc1c(Cl)cc(N(C(C)=O)S(=O)(=O)c2ccccc2)c(Cl)c1Cl` gave RNase H inhibition 1%.
Screening COc1ccc(C(=O)/C=C/c2ccc(NC(=O)c3ccc(I)cc3)cc2)cc1 returned RNase H inhibition 60%*.
For Cc1ccc([N+](=O)[O-])cc1NC(=O)CC(C)C the results were RNase H inhibition 8%.
`COc1ccc(C=C2C(=O)NC(=O)NC2=O)cc1OCc1ccccc1Cl` gave RNase H inhibition 0%.

Copied from above, 19 compounds:
`O=C(COC(=O)c1cccc(Br)c1)c1cccc([N+](=O)[O-])c1` gave RNase H inhibition 30%.
Screening C=CCc1cccc2cc(C(=O)Nc3ccc(NC(C)=O)cc3)c(=O)oc12 returned RNase H inhibition 10%.
Screening COc1ccccc1-c1c(C)nn2c(C(F)(F)F)cc(-c3ccccc3)nc12 returned RNase H inhibition 0%.
`COc1ccc(N(CC(=O)Nc2cc(C)ccc2OC)S(C)(=O)=O)cc1Cl` gave RNase H inhibition 9%.
`Cc1ccc(S(=O)(=O)N(CC(=O)NC(C)C)c2ccc(C)c(Cl)c2)cc1` gave RNase H inhibition 14%.
For O=c1[nH]cnc2c1cnn2CCOc1ccccc1 the results were RNase H inhibition 7%.
`Cc1ccc(C(=O)NC(=S)Nc2ccc(Br)cn2)cc1` gave RNase H inhibition 41%.
Screening CCOC(=O)C1=C(C)N=c2s/c(=C\c3cc(I)c(OC)c(OC)c3)c(=O)n2C1c1ccccc1Cl (centres undefined) returned RNase H inhibition 8%.
O=C1/C(=C\c2cccc([N+](=O)[O-])c2O)SC(=S)N1c1ccccc1 was read as RNase H inhibition 22%.
Screening O=C(CSc1nc2ccccc2[nH]1)Nc1ccccc1-c1ccccc1 returned RNase H inhibition 5%.
`COc1ccc(-c2nc(-c3ccccc3C)no2)cc1OC` gave RNase H inhibition 7%.
Screening Cc1cc(NS(=O)(=O)c2ccc(NC(=S)NC(=O)c3ccc(Br)cc3)cc2)no1 returned RNase H inhibition 1%.
For CCOC(=O)NCS(=O)(=O)c1ccc(C)cc1 the results were RNase H inhibition 8%.
CCc1c(C)sc(NC(=O)c2ccc(F)cc2)c1C(=O)OC(C)C was read as RNase H inhibition 15%.
CSC(=NSc1ccc([N+](=O)[O-])cc1)SC was read as RNase H inhibition 31%.
`CC(=O)Oc1c(Cl)cc(N(C(C)=O)S(=O)(=O)c2ccccc2)c(Cl)c1Cl` gave RNase H inhibition 1%.
Screening COc1ccc(C(=O)/C=C/c2ccc(NC(=O)c3ccc(I)cc3)cc2)cc1 returned RNase H inhibition 60%*.
For Cc1ccc([N+](=O)[O-])cc1NC(=O)CC(C)C the results were RNase H inhibition 8%.
`COc1ccc(C=C2C(=O)NC(=O)NC2=O)cc1OCc1ccccc1Cl` gave RNase H inhibition 0%.

(next part)
For CC1(C)C(C=C(Cl)Cl)C1C(=O)Nc1cccc([N+](=O)[O-])c1 (centres undefined) the results were RNase H inhibition 4%.
Screening COc1ccc(-c2cc(C(=O)N/N=C/c3c(C)[nH]c4ccccc34)[nH]n2)cc1 returned RNase H inhibition 27%.
`O=C1NC(=S)N(c2cccc(Br)c2)C(=O)/C1=C/c1ccc(-c2cccc([N+](=O)[O-])c2)o1` gave RNase H inhibition 32%.
Screening Cc1ccc2[nH]c3c(c2c1)CCCC3=NCCO returned RNase H inhibition 10%.
For N#CC1=C(N)Oc2cc(N)ccc2C1c1ccccc1F (centres undefined) the results were RNase H inhibition 3%.
`O=C(N/N=C/c1c(F)cccc1Cl)c1ccc(Cl)cc1O` gave RNase H inhibition 15%.
For C=CCOc1cccc(/C=C/C(=O)c2ccc(Cl)cc2)c1 the results were RNase H inhibition 31%.
O=C(O)CCCNC(=O)COc1ccccc1 was read as RNase H inhibition 0%.
For Cc1c(Cl)cccc1N=CC1=C(O)c2ccccc2C1=O the results were RNase H inhibition 0%.
CC(=O)n1nc(-c2ccccc2)c(-c2nc3ccccc3[nH]2)c1C was read as RNase H inhibition 15%.
Screening Cc1ccc(OCCOCCOc2cccc3cccnc23)c(Cl)c1 returned RNase H inhibition 32%.
`O=C1NC(=O)N(c2ccccc2)C(=O)/C1=C\c1ccc(-c2ccc(Cl)c([N+](=O)[O-])c2)o1` gave RNase H inhibition 18%.
For CCCOc1ccc(C=Nc2ccc(/C=C3\C(=O)C(C(C)C)CCC3C)cc2)cc1 (centres undefined) the results were RNase H inhibition 10%.
For O=C(Nc1ccccn1)C(=NO)C(=O)Nc1ccccn1 the results were RNase H inhibition 9%.
Screening COc1ccc(CNC(=O)C2CCN(Cc3cc(OC)c(OC)c(OC)c3)CC2)cc1 returned RNase H inhibition 3%.
COc1cc(C=Nc2ccc(C)cc2O)c([N+](=O)[O-])cc1OC was read as RNase H inhibition 0%.
For N/C(=N\OC(=O)COc1ccc(Br)cc1Cl)c1ccc(Cl)cc1 the results were RNase H inhibition 16%.
Screening CCC(CO)N=CC1=C(O)C(C(=O)OC)C(C)(C)CC1=O (centres undefined) returned RNase H inhibition 1%.
For O=C1NC(=S)N(c2ccc(Cl)cc2)C(=O)/C1=C\c1ccc(-c2cccc(C(=O)O)c2)o1 the results were RNase H inhibition 16%.
`O=C1NN(c2ccc(Cl)c(Cl)c2)C(=O)/C1=C\c1ccc(-c2ccc3c(c2)C(=O)NC3=O)o1` gave RNase H inhibition 24%.
`CCCCOC(=O)c1ccc(NC(=O)Nc2ccc(Cl)cc2)cc1` gave RNase H inhibition 18%.
`COC(=O)C1=C(C)NC(=S)NC1c1ccc(C(C)C)cc1` (centres undefined) gave RNase H inhibition 7%.
`CCOc1cc(/C=N/NC(N)=S)cc(I)c1O` gave RNase H inhibition 11%.
Screening O=C(O)c1c(Br)c(Br)c(Br)c(Br)c1C(=O)Nc1cccc(C(F)(F)F)c1 returned RNase H inhibition 8%.
Screening CCOc1cc(C(Nc2cc(C)ccn2)c2ccc3cccnc3c2O)ccc1O (centres undefined) returned RNase H inhibition 30%.
`Cc1ccc(NC(=O)c2ccc(C)cc2Cl)cc1` gave RNase H inhibition 9%.
For CCOc1ccc(/C=C2\C(=O)NC(=O)N(c3cccc([N+](=O)[O-])c3)C2=O)cc1OCC the results were RNase H inhibition 19%.
COc1ccc(CCNC(=O)C2CC2(c2ccccc2)c2ccccc2)cc1OC (centres undefined) was read as RNase H inhibition 7%.
For Cc1ccc(/C=N/NC(=O)c2cnccn2)o1 the results were RNase H inhibition 17%.
For COc1cc(CN2CCN(c3ccccn3)CC2)cc([N+](=O)[O-])c1O the results were RNase H inhibition 13%.
